CHT inh – inhibits the human high affinity choline transporter; actives 0.86% (n = 310,000); Q9GZV3; CHT-expressing cells, membrane potential dye, choline response; active compounds read low; B-score at 10 µM;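 active = B-score over 3 SD under the library average, and starting fluorescence ratio not unusually high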;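 also: choline stimulus applied at its EC90 after an EC20 pre-addition; B-score computed on integrated fluorescence ratio after choline addition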
Target sequence (Q9GZV3 whole entry, looked up): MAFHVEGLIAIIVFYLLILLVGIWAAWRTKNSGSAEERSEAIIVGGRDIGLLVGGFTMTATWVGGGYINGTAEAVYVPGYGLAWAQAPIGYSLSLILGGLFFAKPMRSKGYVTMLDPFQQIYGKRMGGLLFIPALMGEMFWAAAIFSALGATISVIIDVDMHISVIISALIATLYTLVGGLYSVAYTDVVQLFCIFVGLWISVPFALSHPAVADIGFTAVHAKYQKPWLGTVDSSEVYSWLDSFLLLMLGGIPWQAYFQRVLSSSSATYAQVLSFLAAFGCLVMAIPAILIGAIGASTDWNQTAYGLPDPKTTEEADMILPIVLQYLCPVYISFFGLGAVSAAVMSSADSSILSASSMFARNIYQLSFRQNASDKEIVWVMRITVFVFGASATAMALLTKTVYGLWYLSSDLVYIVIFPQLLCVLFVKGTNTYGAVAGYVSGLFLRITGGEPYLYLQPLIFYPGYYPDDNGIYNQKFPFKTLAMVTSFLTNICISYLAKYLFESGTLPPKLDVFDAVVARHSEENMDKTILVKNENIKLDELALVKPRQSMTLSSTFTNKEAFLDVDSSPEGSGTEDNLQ
CHT PAM – human CHT allosteric activation. Q9GZV3. CHT-expressing cells, membrane potential dye, choline EC20; active compounds read high; LV-AA mutant CHT in HEK293 cells. B-score at 10 µM. actives 0.49% (n = 310,000). AID 488977;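 active = initial fluorescence not abnormally high and integrated response B-score, plate-corrected, over 3 SD above library mean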
Active calls of the source: *; i = inactive.

Molecule | CHT inh | CHT PAM
O=C(CN1c2ccccc2Sc2ccccc21)NNC(=O)Nc1ccc(Cl)cc1 | i | i
COC(=O)c1ccc(NC(=S)N2CCC(C(N)=O)CC2)cc1 | i | i
Cc1ccccc1SCC(=O)OCC(=O)Nc1sccc1C(N)=O | i | i
CCc1nnc(NC(=O)CCC(=O)N2CCN(CCOc3ccc(C)cc3)CC2)s1 | i | i
COc1cc2c(cc1OC)C(c1ccc([N+](=O)[O-])cc1)N(C(C)=O)CC2 (stereo not given) | i | i
COCC1CCCCN1C(=O)c1ccc2nc(Cc3ccc(OC)c(OC)c3)oc2c1 (stereo not given) | i | i
C#CCSc1nnc(-c2ccc([N+](=O)[O-])cc2)o1 | i | i
O/N=C\c1ccccc1Oc1ccc(F)cc1 | i | i
CCCCN1C(=O)C2C(c3ccc(OC)cc3O)NC(CC(C)C)(C(=O)O)C2C1=O (stereo not given) | i | i
Cc1ccc(-c2cc3ccccc3nc2N2CCOCC2)cc1 | i | i
COc1ccccc1N1CCN(S(=O)(=O)c2ccc3c(c2)oc(=O)n3C)CC1 | i | i
Cn1c(-c2ccc(CN3CCCCC3)o2)nc2ccccc21 | i | i
CC(C)(C)c1ccc(C(=O)N2CCN(C(=O)c3ccco3)CC2)cc1 | i | i
CN(C)c1cccc(C(=O)NC2CCCCCC2)c1 | i | i
COc1ccccc1C/C(N)=N/OC(=O)/C=C/c1ccccc1 | i | i
COC(=O)C1=C(C)NC(C)=C(C(=O)OC)C1c1ccc(NC(C)=O)cc1 | i | i
O=C(CCCc1ccccc1)Nc1cccc2c1CCCC2 | i | i
Cc1cccc(Cn2cnc3c(N)c(C)c(C)cc32)c1 | i | i
CCCn1c(N)c(N(CCOC)C(=O)c2ccc([N+](=O)[O-])cc2Cl)c(=O)[nH]c1=O | i | i
CCOc1ccccc1C(=O)N(C)CC(=O)Nc1ccc(OC)cc1 | i | i
CCOC(=O)Nc1ccc2c(c1)N(C(=O)CCN(C)C)c1ccccc1CC2 | i | i
O=C(O)c1ccc(NCc2cccc(Br)c2)cc1 | i | i
CSc1nnc2c3c4c(sc3c(=O)n(-c3ccccc3)n12)CC(C)(C)OC4 | i | i
COc1ccc(OC)c(NC(=O)C2CCCN(S(=O)(=O)c3cccc4nsnc34)C2)c1 (stereo not given) | i | i
COc1ccc(C(CNC(=O)CCNC(=O)c2ccc(Br)cc2)N2CCOCC2)cc1 (stereo not given) | i | i
O=C(Nc1nnc(-c2cccs2)o1)c1cccc(Oc2ccccc2)c1 | i | i
Cc1cc(C)cc(NC(=O)NC(C)C2CCCO2)c1 (stereo not given) | i | i
CC(=O)Nc1ccc(C(=O)OCc2ccc(Br)cc2)cc1 | i | i
C=CCn1nc(-c2ccccc2)cc1C(=O)OCC | i | i
Cc1csc(NC(=O)C2CCCCC2)n1 | i | i

Retrieved one by one from the entries so far (4):
Molecule | CHT inh | CHT PAM
C=CCn1nc(-c2ccccc2)cc1C(=O)OCC | i | i
CC(C)(C)c1ccc(C(=O)N2CCN(C(=O)c3ccco3)CC2)cc1 | i | i
O=C(Nc1nnc(-c2cccs2)o1)c1cccc(Oc2ccccc2)c1 | i | i
CCOc1ccccc1C(=O)N(C)CC(=O)Nc1ccc(OC)cc1 | i | i

Remaining list, next part
Molecule | CHT inh | CHT PAM
CCc1ccccc1N(CC(=O)OC)S(C)(=O)=O | i | i
CC1(C)CC(=O)c2ccc(O)cc2O1 | i | i
Cc1ccc(NC(=O)CN2C(=O)C3CCCCN3C(=O)c3ccccc32)cc1 (stereo not given) | i | i
CCc1ccccc1NC(=S)N(CCCN(C)C)Cc1cc2cc3c(cc2[nH]c1=O)OCO3 | i | i
O=C(CC(=O)Nc1ccc(F)cc1)Nc1ccc(F)cc1 | i | i
CNc1nc(-c2ccc([N+](=O)[O-])cc2)cs1 | i | i
CCOC(=O)CN1CC23C=CC(O2)C(C(=O)Nc2ccc(F)cc2)C3C1=O (stereo not given) | i | i
COc1ccc(CNc2nc3ccccc3s2)cc1OC | i | i
Cc1ccc2nc(/C(C#N)=C/c3ccc(-c4ccccc4C(=O)O)o3)[nH]c2c1 | i | i
Cc1nnsc1-c1nnc(SCC(=O)c2ccccc2)n1C1CC1 | i | i
Cc1ccc(-c2nnn(CC(=O)NC3CC4CCC3C4)n2)cc1 (stereo not given) | i | i
CC(C)CCNC(=O)C1CCN(c2nc3ccccc3o2)CC1 | i | i
CC(=O)Nc1ccc(S(=O)(=O)N2CCC(C(=O)N[C@@H](C)C(=O)NC3CCCC3)CC2)cc1 | i | i
Cc1ccccc1NC(=O)NCCc1nc2ccccc2[nH]1 | i | i
CCCCn1c(SCC(=O)NCc2ccco2)nnc1-c1ccco1 | i | i
CC1CN(C(=O)c2ccc(N3CCCCC3)c([N+](=O)[O-])c2)CC(C)O1 (stereo not given) | i | i
Cc1ccc(-c2nnn(CC(=O)N(CCN3CCOCC3)C(C(=O)NC(C)(C)C)c3ccc(C)o3)n2)cc1 (stereo not given) | i | i
COC(=O)COn1c(SC(C)C)nc2ccccc2c1=O | i | i
CCOc1ncccc1C(=O)OCc1nnc(-c2ccccc2)o1 | i | i
Cc1cccc(C(=O)NCC(=O)OCC(=O)N(C)CC(=O)Nc2ccc(F)cc2)c1 | i | i
COc1cc(S(=O)(=O)NC2CCCCC2C)ccc1F (stereo not given) | i | i
Cc1cc(C)n2nc(C(=O)NCc3cccc(C(F)(F)F)c3)nc2n1 | i | i
COc1ccccc1N(CC(=O)Nc1c(C)cccc1C)S(C)(=O)=O | i | i
O=C(N/N=C/c1cccnc1)c1ccccc1OCc1cccc(Br)c1 | i | i
Cc1csc2ncc(C(=O)Nc3cccc(C(F)(F)F)c3)c(=O)n12 | i | i
O=C(Nc1ccc(F)c(Cl)c1)c1nsc(Cl)c1Cl | i | i
CC(C)C(CCNCc1ccccn1)c1ccc(Cl)cc1 (stereo not given) | i | 6.66*
Cc1cc(C(=O)CSc2nc3ccccc3[nH]2)c(C)n1Cc1ccco1 | i | i
O=C(CSc1nnc2c(n1)[nH]c1ccccc12)Nc1nncs1 | i | i
CSCc1ccc(C(=O)N2CCC(CCC(=O)N(C)Cc3ccccc3)CC2)o1 | i | i
Nc1cc(=O)[nH]n1C1CCCCC1 | i | i
COc1cc2[nH]c(=O)n(CCC(=O)N3CCN(Cc4ccc5c(c4)OCO5)CC3)c(=O)c2cc1OC | i | i
C=CCOc1cccc(/C=N/NC(=O)CN(c2cc(Cl)ccc2OC)S(=O)(=O)c2ccc(C)c([N+](=O)[O-])c2)c1 | i | i
Cc1cc(C)cc(NC(=O)COc2coc(CN3CCc4ccccc43)cc2=O)c1 | i | i
COc1cccc(C2SCC(=O)N2c2cccc(C)c2)c1OC (stereo not given) | i | i
COc1ccc(F)cc1C(=O)C1CCCN(Cc2cn(C)c3ccccc23)C1 (stereo not given) | i | i
CCN(CC)C1CCN(C(=O)c2ccc(OC3CCN(Cc4ccccn4)CC3)cc2)C1 (stereo not given) | i | i
COCCN(C)Cc1cn(-c2ccc(F)cc2F)nc1-c1ccccc1C | i | i
COc1ccc(N2CCN(C(=O)c3ccc(C)cc3)CC2)c([N+](=O)[O-])c1 | i | i
COc1cc2c(cc1OC)C1=C(C#N)CC/C(=N\S(=O)(=O)c3ccccc3)N1CC2 | i | i
CC(C)C[C@H](NC(=O)OC(C)(C)C)c1nnc(SCc2cccc(F)c2)o1 | i | i
COc1ccc(CN(CC(=O)NC2CCCCC2)C(=O)CCCC(=O)Nc2ccccn2)cc1 | i | i
Cc1onc(-c2c(F)cccc2Cl)c1C(=O)OCn1nnc2ccccc2c1=O | i | i
CC(C)c1ccc(C2NC(=O)c3ccccc3O2)cc1 (stereo not given) | i | i
COC(=O)c1ccccc1NC(=O)CSc1nccc(C)n1 | i | i
COc1ccc(NS(=O)(=O)c2cccc(C(=O)NCC(c3ccccc3OC)N3CCCC3)c2)cc1 (stereo not given) | i | i
Cc1nn2c(N3CCN(C(=O)c4ccco4)CC3)cc(C(C)(C)C)nc2c1-c1ccccc1 | i | i
Cc1cccc(Nc2nc(N)c([N+](=O)[O-])c(N3CCN(C)CC3)n2)c1 | i | i
Cc1cccc(NCc2ccccc2OCc2ccccc2F)c1 | i | i
Cc1ccc(NC(=O)NC(=O)N(c2ccccc2)S(C)(=O)=O)cc1 | i | i
C=CCCC(=O)Nc1nc(C)c(-c2csc(Nc3cc(OC)ccc3OC)n2)s1 | i | i
CC(=O)NC1C(O)OC(CO)C(O)C1O (stereo not given) | i | i
O=C(O)c1ccc(NS(=O)(=O)c2ccc(C(=O)Nc3ccccc3)cc2)cc1 | i | i
COC(=O)c1ccc(/C=N/Nc2nc3ccccc3[nH]2)cc1 | i | i
CCOc1ccc(C(C)NC(=O)c2ccccc2F)cc1 (stereo not given) | i | i
COCCCNC(=O)c1ccc2c(c1)CCN2S(C)(=O)=O | i | i
CCN(CC)C(=O)c1sc(NC(=O)c2cccs2)c(C#N)c1C | i | i
CC(=O)Nc1ccc(C2=NN(c3ccccc3)C(c3cccs3)C2)cc1 (stereo not given) | i | i
COC(=O)c1cc(-c2c(C)oc3cc(OC)ccc3c2=O)c(C)o1 | i | i
Cc1ccc2cc3c(NC(=O)c4ccco4)nn(CC(C)C)c3nc2c1 | i | i

Following part
Molecule | CHT inh | CHT PAM
COc1ccc(NC(=O)CN(c2ccc(C)cc2)S(=O)(=O)c2c(C)nn(C)c2C)cc1 | i | i
COc1ccc(NC(=O)c2cccc([N+](=O)[O-])c2)cc1 | i | i
CCOc1ccc(NC(=O)NCc2ccccn2)cc1 | i | i
CN(Cc1cccc(F)c1)C(=O)C(c1ccccc1)c1ccccc1 | i | 6.46*
O=C(C(=O)N1CC=C(c2ccccc2)CC1)c1c[nH]c2ccccc12 | i | i
Cc1occc1C(=O)N1CCCC(CO)(Cc2ccc(F)cc2F)C1 (stereo not given) | i | i
CC1CCCN(c2nc3c(c(=O)[nH]c(=O)n3C)n2CCSc2nc3ccccc3o2)C1 (stereo not given) | i | i
CCCNS(=O)(=O)c1ccc(OCC(=O)N2CCOCC2)cc1 | i | i
COc1ccc(C(=O)CN2CCN(c3ccc(F)cc3)CC2)cc1 | i | i
COc1ccc(C(=O)CC(=O)C(=O)Nc2ccc(C)c(Cl)c2)cc1 | i | i
COc1ccc(S(=O)(=O)NC(C)C(=O)NCc2ccncc2)cc1OC (stereo not given) | i | i
COc1ccc(CCNC(=O)CCCCCn2c(SCC(N)=O)nc3cc4c(cc3c2=O)OCO4)cc1OC | i | i
O=C(CC1C(=O)NCCN1CC1CCCCC1)NCc1ccccc1Cl (stereo not given) | i | i
Cc1[nH]nc2c1C(c1ccc(O)cc1)C1=C(CC(C)(C)CC1=O)N2 (stereo not given) | i | i
COc1ccc(C2(c3ccc(OC)cc3)NC(=O)N(CC(=O)Nc3ccccc3)C2=O)cc1 | i | i
CCN(CC)S(=O)(=O)c1ccc(C(=O)N2CCN(CCN3C(=O)c4cccc5cccc(c45)C3=O)CC2)cc1 | i | i
COC(=O)c1cc(C(=O)OC)cc(S(=O)(=O)Nc2ccc(Cl)c(N)c2)c1 | i | i
COc1ccc(S(=O)(=O)N2CCC(C(=O)N3CCCC3)CC2)cc1Cl | i | i
O=C(Cn1c(=S)[nH]c2ccccc2c1=O)N1CCN(c2ccccc2)CC1 | i | i
Cc1cc(C(=O)Nc2nncs2)oc1C | i | i
Cc1ccc(C2CC2c2n[nH]c(=S)n2-c2cccc(Cl)c2)cc1 (stereo not given) | i | i
CSCCC(NC=C1C(=O)OC(C)(C)OC1=O)C(=O)O (stereo not given) | i | i
Cc1ccc(S(=O)(=O)NC2CCCCC2)c2nsnc12 | i | i
CCN(CC)C(=O)CCCOc1ccc(Cl)cc1Cl | i | i
CN(/N=C/c1cccnc1)c1cnn(-c2ccc(F)c(Cl)c2)c(=O)c1Cl | i | i
Cc1ccc(-n2nc3ccc(NC(=S)NC(=O)/C=C/c4ccco4)cc3n2)cc1 | i | i
Cc1ccc(N2C(=O)C3NN=C(C(=O)OCc4ccccc4)C3C2=O)c(C)c1 (stereo not given) | i | i
NC(=O)c1ccccc1NC(=O)CCc1ccccc1 | i | i
O=C(N/C=C/n1cnc2cc(C(F)(F)F)ccc21)c1ccccc1 | i | i
CC(=O)Oc1ccc(C2(C)CC(C)(C)NC(=S)N2C)c(OC(C)=O)c1 (stereo not given) | i | i

Grouped by structure, those above containing a COOH group.
Molecule | CHT inh | CHT PAM
CCCCN1C(=O)C2C(c3ccc(OC)cc3O)NC(CC(C)C)(C(=O)O)C2C1=O (stereo not given) | i | i
O=C(O)c1ccc(NCc2cccc(Br)c2)cc1 | i | i
Cc1ccc2nc(/C(C#N)=C/c3ccc(-c4ccccc4C(=O)O)o3)[nH]c2c1 | i | i
O=C(O)c1ccc(NS(=O)(=O)c2ccc(C(=O)Nc3ccccc3)cc2)cc1 | i | i
CSCCC(NC=C1C(=O)OC(C)(C)OC1=O)C(=O)O (stereo not given) | i | i

The list goes on:
Molecule | CHT inh | CHT PAM
C=CCNC(=O)c1ccc(CNS(=O)(=O)c2ccc(NC(C)=O)cc2)cc1 | i | i
Cc1nnc(NC(=O)CSc2nnc(Cc3cccn3C)n2C)s1 | i | i
COc1ccc(-n2c(-c3ccc(Cl)cc3)c[n+]3c2CCCCC3)cc1 | i | 12.3*
COc1cccc(CN2CCN(C(=O)c3cc(-c4ccncc4)nc4ccc(C)cc34)CC2)c1 | i | i
CS(=O)(=O)Nc1ccccc1C(=O)NCC1(N2CCCCC2)CCCCC1 | i | i
COc1ccc(CCCC(=O)NCCc2ccccc2)cc1 | i | i
